hIAP inh: human IAP inhibitors, primary screen, biochemical, luminescence, uHTS | Intestinal-type alkaline phosphatase (Homo sapiens), P09923 | 0.12% of 330,000 active | purified IAP, CDP-Star luminescence, 30 min | inhibition, % at 10 µM;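 active = inhibition reaching a set limit with compound at 10 µM in the primary screen, cut at about 35% in these data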;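 also: plate controls were DMSO wells with enzyme for no effect and no-enzyme buffer wells for full effect; values of inactives mirror those of a sister screen read the other way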
mIAP block: inhibitors of mouse IAP, primary screen, biochemical, luminescence, uHTS | purified mouse IAP, CDP-Star luminescence, 30 min | 0.2% of 330,000 active | AID 2806, 2010 | inhibition, % at 10 µM | intestinal alkaline phosphatase [Mus musculus];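 active = inhibition of at least 40% at 10 µM in the primary screen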;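 also: plate controls were DMSO with enzyme for no effect and no enzyme wells for full effect; values of inactives mirror those of a sister screen read the other way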
NLRP3 yeast inh: NALP3 inflammasome inhibitors in reconstituted yeast, primary screen, luminescence, uHTS. AID 2825, 2010. Yeast reconstituted NLRP3/ASC/caspase-1, beta-gal luminescence, 24 h. inhibition, % at 10 µM. 0.39% of 330,000 active;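 active = inhibition of 50% or more; inactive = inhibition below 50%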;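 also: plate controls were induced DMSO wells for no effect and uninduced yeast grown without galactose for full effect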
Apaf1 inhib: inhibitors of human Apaf-1 apoptosome, primary screen, biochemical, DEVD-Rh110 fluorescence, uHTS. Apoptotic protease-activating factor 1 (Homo sapiens), O14727. reconstituted apoptosome caspase-3 activity. inhibition, % at 20 µM. 0.71% of 330,000 active. AID 489030, 2010; active = inhibition of at least 40% at 20 µM;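 also: plate controls were DMSO wells for no effect and DEVD-CHO caspase inhibitor wells for full effect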
Target sequence (O14727 whole entry, looked up): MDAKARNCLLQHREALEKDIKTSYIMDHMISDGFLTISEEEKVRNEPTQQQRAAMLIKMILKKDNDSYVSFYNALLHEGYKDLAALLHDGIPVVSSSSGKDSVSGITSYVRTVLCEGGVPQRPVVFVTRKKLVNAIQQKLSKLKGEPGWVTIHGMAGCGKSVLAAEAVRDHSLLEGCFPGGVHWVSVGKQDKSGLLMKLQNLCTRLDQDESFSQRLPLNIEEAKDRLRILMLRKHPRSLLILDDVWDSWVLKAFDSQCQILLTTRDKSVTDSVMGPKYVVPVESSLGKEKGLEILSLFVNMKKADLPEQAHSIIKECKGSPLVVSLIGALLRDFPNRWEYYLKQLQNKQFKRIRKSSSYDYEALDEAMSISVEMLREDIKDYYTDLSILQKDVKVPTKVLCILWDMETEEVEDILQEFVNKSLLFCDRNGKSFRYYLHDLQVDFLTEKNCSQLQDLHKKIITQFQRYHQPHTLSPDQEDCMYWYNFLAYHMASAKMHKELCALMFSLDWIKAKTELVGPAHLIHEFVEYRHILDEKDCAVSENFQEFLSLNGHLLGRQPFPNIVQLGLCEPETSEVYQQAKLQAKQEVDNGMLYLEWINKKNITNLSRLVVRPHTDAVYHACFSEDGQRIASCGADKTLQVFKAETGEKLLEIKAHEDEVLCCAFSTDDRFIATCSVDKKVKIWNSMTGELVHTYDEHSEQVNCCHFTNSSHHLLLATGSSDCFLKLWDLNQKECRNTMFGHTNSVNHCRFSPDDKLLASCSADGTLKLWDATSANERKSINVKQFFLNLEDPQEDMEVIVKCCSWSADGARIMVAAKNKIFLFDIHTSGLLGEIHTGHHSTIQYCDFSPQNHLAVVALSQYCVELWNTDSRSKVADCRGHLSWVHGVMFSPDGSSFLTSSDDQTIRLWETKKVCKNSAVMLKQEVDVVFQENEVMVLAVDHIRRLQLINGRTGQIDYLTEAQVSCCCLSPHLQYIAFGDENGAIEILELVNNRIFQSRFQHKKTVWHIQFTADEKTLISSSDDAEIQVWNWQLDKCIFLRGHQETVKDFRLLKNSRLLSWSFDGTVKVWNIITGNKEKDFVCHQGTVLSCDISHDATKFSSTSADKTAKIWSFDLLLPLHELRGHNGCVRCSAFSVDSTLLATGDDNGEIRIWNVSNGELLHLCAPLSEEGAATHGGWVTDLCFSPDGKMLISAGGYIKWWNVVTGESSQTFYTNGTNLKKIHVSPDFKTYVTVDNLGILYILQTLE
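Material: biochemical Apaf-1 apoptosome reconstitution. Medium: Hepes buffer, pH 7.5. Also added: cytochrome c activation, bis-DEVD rhodamine 110 substrate. Timing: 30 min compound preincubation, 50 min activation, room temperature. Measured by: rhodamine 110 fluorescence at Ex 480/Em 540 nm.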
ATG4B inhibitor: ATG4B protease inhibitors, primary screen, biochemical, fluorescence, uHTS. 0.51% of 340,000 active. Cysteine protease ATG4B (Homo sapiens), Q9Y4P1. ATG4B cleavage of LC3-PLA2, NBD-HPC fluorescence, 1 h. AID 504462, 2011. inhibition, % at 8.33 µM; in the data active = inhibition above about 40%
hIAP act: human IAP activators, primary screen, biochemical, luminescence, uHTS; Intestinal-type alkaline phosphatase (Homo sapiens), P09923; purified human IAP, CDP-Star luminescence, 30 min; hits give high values; 1 = vehicle-only enzyme, 0 = enzyme-free background; activation factor at 10 µM; 0.16% of 330,000 active; AID 2524, 2010;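 active = activation factor of the enzyme at least 2-fold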; also: the source names both 10 and 20 µM as test concentration; values of inactives mirror those of a sister screen read the other way
mIAP activ: activators of mouse IAP, primary screen, biochemical, luminescence, uHTS. intestinal alkaline phosphatase [Mus musculus]. muIAP, CDP-Star luminescence, 30 min; hits give high values; 1 = vehicle-only enzyme signal, 0 = enzyme-free wells. activation factor at 10 µM. 0.24% of 330,000 active. AID 2805, 2010;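 active = activation factor of at least 2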; also: the source names both 10 and 20 µM as test concentration; values of inactives mirror those of a sister screen read the other way
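Assay system: mouse IAP enzyme; reagent: chemiluminescent substrate CDP-Star; dosing: test compounds delivered from DMSO solution; schedule: 30 min at room temperature; measured by: luminescence from enzymatic CDP-Star hydrolysis; controls: DMSO-only wells and no-enzyme negative control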
tim10-1 inh: growth inhibitors of tim10-1 mutant yeast, primary screen, luminescence, uHTS | S. cerevisiae tim10-1 ts strain growth, BacTiter-Glo, 24 h | inhibition, % at 20 µM | 2.2% of 330,000 active;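 active = inhibition of at least 40%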;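 also: mutant grown at 25 °C; 0% = DMSO wells with yeast and 100% = wells holding no yeast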
TIM10 inh: growth inhibitors of isogenic TIM10 control yeast, primary screen, counter-screen for tim10-1 yeast inhibitor project, luminescence, uHTS | S. cerevisiae TIM10 strain growth, BacTiter-Glo luminescence, 24 h | inhibition, % at 10 µM | 1.4% of 330,000 active | AID 463195, 2010;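 active = inhibition of 40% or more at the single tested concentration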;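 also: wild-type TIM10 isogenic control strain grown at permissive 25 °C; 0% = DMSO yeast wells and 100% = minimal medium wells without yeast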
* = called active by the depositor; . = no result given.

(1) O=c1cc(COc2ccccc2[N+](=O)[O-])nc2sccn12
(2) CC(C)c1ccc(NC(=S)NNc2ccc(Cl)c(C(=O)O)c2)cc1
(3) CC(=C/c1ccccc1)/C=N/NC(=O)c1ccc2nc[nH]c2c1
(4) CCn1c(SCC(=O)NC(=O)c2ccccc2OC)nc2ccccc21
(5) O=C(c1ccc(-n2ccnc2)cc1)N1CCCC(CO)(Cc2cccc(Cl)c2)C1 (centres undefined)
(6) Cc1ccc(S(=O)(=O)NCC(=O)N(c2ccccc2)C(C(=O)NCc2ccccc2)c2ccco2)cc1 (centres undefined)
(7) CC(C)NC(=O)COc1ccccc1C#N
(8) COc1ccc(OCc2cc(C(=O)N(C)Cc3nnc(C)o3)no2)c(Cl)c1
Compound	1	2	3	4	5	6	7	8
hIAP inh	-3.8	1.4	-28.9	4.4	-7.2	1.5	-0.7	-12.3
mIAP block	-4.9	-5.4	6.2	4.2	-2.4	2.9	-6.1	-5.5
NLRP3 yeast inh	9.1	-8.5	3.9	26.8	6.7	3.3	6.0	7.7
Apaf1 inhib	-13.1	-12.4	2.1	-0.1	5.5	14.3	-5.4	-3.2
ATG4B inhibitor	-3.6	-1.4	9.8	6.5	-5.9	-0.6	-4.0	3.3
hIAP act	1.04	0.986	1.29	0.956	1.07	0.985	1.01	1.12
mIAP activ	1.05	1.05	0.938	0.958	1.02	0.971	1.06	1.05
tim10-1 inh	-1.0	12.4	1.8	-0.2	28.7	20.8	-2.9	20.0
TIM10 inh	-15.2	6.3	-0.9	6.9	4.5	9.5	6.6	-0.5

(9) CCc1ccc(C2NC(=S)NC3=C2C(=O)CCC3)cc1 (centres undefined)
(10) Cc1csc(NC(=O)c2cccc(S(=O)(=O)N3CCCCC3)c2)n1
(11) CCOC(=O)c1ccc(N2NC(=O)/C(=C/c3ccc(OC(=O)c4ccco4)c(OC)c3)C2=O)cc1
(12) CCCCNCc1cc(OC)c(OCC(N)=O)cc1Br
(13) O=S(=O)(c1ccccc1)c1nc(-c2ccco2)oc1NCCCN1CCOCC1
(14) CNC(=S)NNc1nc(-c2ccccc2)c2cc(Cl)ccc2n1
(15) CCOc1ccccc1NC(=O)CC1NCCNC1=O (centres undefined)
(16) O=C(c1cc(COc2cccc(C(F)(F)F)c2)on1)N1C[C@@H]2CCC[C@H]1C2
Compound	9	10	11	12	13	14	15	16
hIAP inh	9.7	-6.1	5.3	18.7	-21.7	-62.1	-8.0	-1.3
mIAP block	5.6	3.8	5.3	4.9	-0.4	12.0	5.4	8.0
NLRP3 yeast inh	10.0	6.3	12.2	3.6	11.3	6.5	-3.9	10.8
Apaf1 inhib	0.1	9.6	12.2	-6.5	-12.5	2.8	1.2	26.4
ATG4B inhibitor	2.1	-15.6	.	-10.5	3.8	3.3	-10.7	-3.6
hIAP act	0.903	1.06	0.947	0.813	1.22	1.62	1.08	1.01
mIAP activ	0.944	0.962	0.947	0.951	1	0.88	0.946	0.92
tim10-1 inh	3.8	35.0	-39.3	2.6	-0.9	26.5	14.1	45.0*
TIM10 inh	2.4	28.4	-22.8	6.8	1.9	15.5	-0.7	34.2

(17) Cc1cccc(Nc2nnc(SCC3CCCCO3)s2)c1C (centres undefined)
(18) O=S(=O)(/N=C(/c1ccccc1Cl)N1CCOCC1)c1ccccc1
(19) COc1ccc(Br)cc1S(=O)(=O)Nc1ncccc1C
(20) CCOC(=O)C1CCN(C(=O)c2sc3nc(C)nc(N4CCC(C)CC4)c3c2C)CC1
(21) O=C(NC(=S)Nc1ccc(S(=O)(=O)Nc2nccs2)cc1)c1ccccc1
(22) CCN(CC)c1ccc(S(=O)(=O)N2CCOCC2)cc1NS(C)(=O)=O
(23) O=C(CCC(=O)N1CCOc2ccccc21)Nc1ccccc1Br
(24) O=C(Cn1c(=O)cnc2ccccc21)Nc1cccc(S(=O)(=O)N2CCCCC2)c1
Compound	17	18	19	20	21	22	23	24
hIAP inh	-11.3	-19.2	2.0	-4.4	10.8	11.1	-9.9	-4.2
mIAP block	-4.2	3.9	0.3	5.9	-1.9	-5.6	5.6	2.6
NLRP3 yeast inh	12.5	0.1	12.1	11.5	16.0	4.1	20.7	3.4
Apaf1 inhib	3.0	-15.0	1.9	15.1	-3.8	18.0	9.1	5.6
ATG4B inhibitor	8.4	4.7	-2.5	-0.9	-7.2	0.3	11.7	-9.4
hIAP act	1.11	1.19	0.98	1.04	0.892	0.889	1.1	1.04
mIAP activ	1.04	0.961	0.997	0.941	1.02	1.06	0.944	0.974
tim10-1 inh	48.1*	-8.9	1.5	19.0	7.0	-3.3	11.0	8.9
TIM10 inh	8.6	5.7	-5.8	27.1	11.7	-9.7	-7.0	-0.7

Profiles, looked up by structure. Values in the order: hIAP inh	mIAP block	NLRP3 yeast inh	Apaf1 inhib	ATG4B inhibitor	hIAP act	mIAP activ	tim10-1 inh	TIM10 inh
CCn1c(SCC(=O)NC(=O)c2ccccc2OC)nc2ccccc21 is listed as 4.4	4.2	26.8	-0.1	6.5	0.956	0.958	-0.2	6.9
CNC(=S)NNc1nc(-c2ccccc2)c2cc(Cl)ccc2n1 is listed as -62.1	12.0	6.5	2.8	3.3	1.62	0.88	26.5	15.5
CCOC(=O)c1ccc(N2NC(=O)/C(=C/c3ccc(OC(=O)c4ccco4)c(OC)c3)C2=O)cc1 is listed as 5.3	5.3	12.2	12.2	.	0.947	0.947	-39.3	-22.8

Next section:
(25) CCCNC(=O)CC1C(=O)N(Cc2ccccc2)C(C)c2nc3ccccc3n21 (centres undefined)
(26) Cc1csc(NC(=O)c2ccccc2)n1
(27) CSCCCNC(=O)c1ccccc1OC1CCN(S(C)(=O)=O)CC1
(28) CCOC(=O)N1CCN(C(=O)CS(=O)(=O)c2cn(Cc3ccccc3C)c3ccccc23)CC1
(29) Cc1c[n+]([O-])cc(C)c1Oc1ccccc1
(30) O=C1CCC(C(=O)Nc2ccc(OC(F)F)cc2)N1 (centres undefined)
(31) Fc1ccc(COc2ccc3ccccc3c2CNc2nn[nH]n2)cc1
(32) COc1cc(CCN2C(=O)c3cccc4cccc(c34)C2=O)c(S(=O)(=O)N2CCC(C)CC2)cc1OC
Compound	25	26	27	28	29	30	31	32
hIAP inh	3.8	-4.4	3.5	-92.8	8.4	-15.0	-10.3	3.0
mIAP block	2.0	-10.2	1.0	2.2	5.2	4.4	6.2	6.0
NLRP3 yeast inh	13.4	25.0	7.2	-1.6	10.0	2.4	18.0	8.3
Apaf1 inhib	-0.3	-4.6	-2.4	9.3	-5.2	8.7	-4.4	9.3
ATG4B inhibitor	-11.4	0.3	-1.7	-12.6	6.3	-3.0	1.6	-22.4
hIAP act	0.962	1.04	0.965	1.93	0.916	1.15	1.1	0.97
mIAP activ	0.98	1.1	0.99	0.978	0.948	0.956	0.938	0.94
tim10-1 inh	2.9	-34.5	-1.6	9.7	-2.6	3.9	16.1	-12.5
TIM10 inh	-14.5	-5.3	-7.0	18.3	1.9	5.4	11.6	-0.4

Molecules from the list above that contain an aryl thioether with sulfur outside any ring (2):
(4) CCn1c(SCC(=O)NC(=O)c2ccccc2OC)nc2ccccc21
(17) Cc1cccc(Nc2nnc(SCC3CCCCO3)s2)c1C (centres undefined)
Compound	4	17
hIAP inh	4.4	-11.3
mIAP block	4.2	-4.2
NLRP3 yeast inh	26.8	12.5
Apaf1 inhib	-0.1	3.0
ATG4B inhibitor	6.5	8.4
hIAP act	0.956	1.11
mIAP activ	0.958	1.04
tim10-1 inh	-0.2	48.1*
TIM10 inh	6.9	8.6

Further results follow:
(33) CCCNC(=O)Nc1nc2ccccc2s1
(34) CSc1ccccc1OCc1cc(C(=O)NCc2cccc(C)n2)no1
(35) Cc1cccc(CSc2nnc(CCNC(=O)OC(C)(C)C)o2)c1
(36) COc1ccc(NC(=O)CSCC(=O)Nc2sccc2C#N)cc1
Compound	33	34	35	36
hIAP inh	-0.8	3.0	1.3	17.1
mIAP block	2.5	6.7	9.7	13.0
NLRP3 yeast inh	10.0	19.9	22.0	3.3
Apaf1 inhib	3.3	6.3	-4.2	1.8
ATG4B inhibitor	-5.8	35.1	3.9	0.8
hIAP act	1.01	0.97	0.987	0.829
mIAP activ	0.975	0.933	0.903	0.87
tim10-1 inh	2.2	26.3	6.1	4.5
TIM10 inh	-4.7	1.5	5.3	-1.8

Assay outcomes as filed in PubChem BioAssay.
